# Source: PubChem (several laboratories)
# M1 PAM: positive allosteric modulators of human M1 muscarinic receptor. activation, % at 3 µM. 360,000 tested, 0.088% active. CHO-K1 hM1, Fluo-8 calcium fluorescence, ACh EC20; 0% = ACh EC20, 100% = maximal ACh. AID 588819; in the data active = activation above about 19%, passing the limit was not always enough
# CRFR2-BP ag: agonists of human CRF-binding protein/CRF-R2 receptor complex. AID 588473. 350,000 tested, 0.46% active. activation, % at 13.2 µM. HEK293 CRF-R2/CRF-BP, calcium dye fluorescence (FLIPR); percent of saturating CRF peptide response;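 active = activation of at least 50%, plus an integration ratio under a set limit after plate pattern correction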;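 also: plate controls were neutral control wells without compound for no effect and CRF at EC100 for full effect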
# CHRM4 PAM: potentiates acetylcholine response at human M4 receptor. P08173. CHO-K1 hM4/Gqi5, Fluo-8 calcium fluorescence, ACh EC20; 0% = ACh EC20, 100% = maximal ACh. activation, % at 3 µM. 360,000 tested, 0.4% active. AID 624126;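 active = activation above its plate's cutoff, the mean activation of sample wells plus 3 SD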; also: some results filed as inactive read as strong as hits
# Target sequence (P08173 whole entry, looked up): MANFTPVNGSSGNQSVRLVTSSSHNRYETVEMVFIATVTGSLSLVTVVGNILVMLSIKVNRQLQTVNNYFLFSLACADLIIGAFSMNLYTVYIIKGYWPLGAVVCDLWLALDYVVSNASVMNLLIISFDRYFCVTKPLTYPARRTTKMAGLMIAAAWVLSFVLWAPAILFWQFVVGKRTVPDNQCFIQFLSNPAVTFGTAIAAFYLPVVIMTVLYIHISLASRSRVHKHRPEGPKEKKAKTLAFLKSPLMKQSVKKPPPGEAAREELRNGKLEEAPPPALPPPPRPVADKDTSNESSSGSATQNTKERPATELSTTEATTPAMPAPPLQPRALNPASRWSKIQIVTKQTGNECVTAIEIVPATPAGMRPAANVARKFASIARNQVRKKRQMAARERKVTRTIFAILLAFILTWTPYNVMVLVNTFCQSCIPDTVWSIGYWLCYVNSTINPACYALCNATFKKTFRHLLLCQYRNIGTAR
# M4 ag: CHRM4 agonism in calcium assay. P08173. CHO-K1 hM4/Gqi5, Fluo-8 calcium fluorescence; vehicle 0%, full acetylcholine response 100%. activation, % at 3 µM. 360,000 tested, 0.14% active;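 active = activation above the run mean over all test wells plus 3 SD, cut at about 32% in these data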;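 also: peak over basal fluorescence ratio per well then scaled between controls; 0% = DMSO wells and 100% = acetylcholine at EC100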
# CHRM5 PAM: CHRM5 positive allosteric modulation. P08912. CHO-K1 hM5, Fluo-8 calcium, ACh EC20 PAM; 0% = ACh EC20, 100% = ACh EC100. AID 624038. activation, % at 3 µM. 360,000 tested, 0.3% active;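 active = activation above the run cutoff, the mean activation of all test compounds plus 3 SD, cut at about 18% in these data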
# Target sequence (P08912 whole entry, looked up): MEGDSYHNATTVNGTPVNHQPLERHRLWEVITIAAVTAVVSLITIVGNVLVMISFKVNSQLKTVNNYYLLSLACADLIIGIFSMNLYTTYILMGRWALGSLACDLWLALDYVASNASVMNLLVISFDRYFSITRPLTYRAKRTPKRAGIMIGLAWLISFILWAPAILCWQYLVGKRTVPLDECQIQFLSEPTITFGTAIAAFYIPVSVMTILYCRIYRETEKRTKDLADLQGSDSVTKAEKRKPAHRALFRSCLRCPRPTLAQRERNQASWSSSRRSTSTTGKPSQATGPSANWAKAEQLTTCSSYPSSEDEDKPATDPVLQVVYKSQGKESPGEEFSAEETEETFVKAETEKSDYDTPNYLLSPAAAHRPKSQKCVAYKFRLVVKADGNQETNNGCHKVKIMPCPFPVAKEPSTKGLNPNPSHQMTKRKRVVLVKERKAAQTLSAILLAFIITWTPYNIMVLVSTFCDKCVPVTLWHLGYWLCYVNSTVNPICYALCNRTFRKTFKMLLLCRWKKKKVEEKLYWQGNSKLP
#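 system = human M5 receptor in CHO-K1 cells | compound = one concentration, 3 µM final (nominal) | schedule = Post-acetylcholine fluorescence recording 140 s | signal = Fluo-8 calcium dye fluorescence, kinetic read | benchmarks = low control EC20 acetylcholine (0%), high control EC100 acetylcholine (100%) | repeats = singlicate, one well per test compound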
# CRFBP-R2 block: blocks CRF-induced signaling of the CRF-BP/CRF-R2 complex; AID 588475; inhibition, % at 11.8 µM; 350,000 tested, 0.59% active; HEK293 CRF-R2/CRF-BP, CRF-induced calcium fluorescence;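 active = inhibition of the ligand-induced calcium signal above about 50% at the single tested concentration, limit read from the data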
# CHRM5 antagonist: antagonists of human muscarinic M5 receptor (CHRM5) | CHO-hM5 cells, Fluo-8 calcium fluorescence, ACh EC80 | inhibition, % at 3 µM | AID 624040 | 360,000 tested, 0.59% active | P08912;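 active = inhibition above a per-plate cutoff, the mean of that plate's test compounds plus 3 SD, cut at about 27% in these data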;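 also: 0% = acetylcholine EC80 with DMSO and 100% = DMSO without agonist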
# M5 ag: agonists of human muscarinic M5 receptor (CHRM5); P08912; CHO-K1 hM5 cells, Fluo-8 calcium fluorescence; 0% DMSO wells, 100% maximal acetylcholine response; activation, % at 3 µM; 360,000 tested, 0.19% active; AID 624037;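 active = activation above the run's mean over test compounds plus 3 SD, cut at about 23% in these data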;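 also: signal is peak over basal fluorescence ratio across the kinetic read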
# M4 antag: CHRM4 antagonism in calcium assay. P08173. inhibition, % at 3 µM. CHO-hM4 cells, ACh EC80, Fluo-8 calcium fluorescence. 360,000 tested, 0.73% active;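 active = inhibition above its plate's cutoff, the mean inhibition of sample wells plus 3 SD, cut at about 27% in these data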;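 also: 0% = acetylcholine EC80 with DMSO and 100% = DMSO without agonist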
# The depositor's hits bear a star; . = no result given; & = joins results of further samples. Rows were taken by chance. About 2.6% of those tested had a hit in this group.
# Sequence of screens: M1 PAM	CRFR2-BP ag	CHRM4 PAM	M4 ag	CHRM5 PAM	CRFBP-R2 block	CHRM5 antagonist	M5 ag	M4 antag
> CS(=O)(=O)N(CC(=O)NCC1CCCO1)c1ccc(Cl)c(Cl)c1 (stereo unspecified)
  0	2.1	-3	3	-9	1	3	2	-9
> Cc1cc(N2CCOCC2)nc(SCC(=O)c2ccc(Cl)cc2)n1
  7	-1.4	9	5	-3	-6	1	-1	1
> COc1cc(C(=O)N2CCc3ccccc32)ccc1OCc1c(C)noc1C
  1	1.9	-22	5	-10	19	6	-3	12
> CC(C)CCn1c(COc2ccccc2)nn(CCC#N)c1=S
  7	0.4	-4	1	-6	7	16	-3	-1
> O=c1[nH]n(-c2cccc3cccnc23)c(=O)c2ccccc12
  2	0.7	-1	1	-11	8	10	-1	-1
> O=[N+]([O-])c1ccc(Nc2ccccc2)c2nonc12
  -4	13	-11	21	-8	43	-1	7	-8
> Cc1ccc(C(=O)NNC2=Nc3cc([N+](=O)[O-])ccc3OC2)cc1
  9	8.7	-5	0	-8	1	14	-3	6
> COc1ccccc1CNS(=O)(=O)c1csc(C(N)=O)c1
  3	7.5	-1	3	-1	-1	-12	-2	-9
> Cc1cccc(CN2CCN(C3CN(Cc4cn(Cc5ccccc5F)nn4)S(=O)(=O)C3)CC2)c1 (stereo unspecified)
  4	.	4	1	3	.	0	-2	0
> O=C(CCN1CCN(c2ccccc2)CC1)Nc1ccccc1
  4	0.8	3	1	0	-8	1	0	-15
> O=C(Nc1ccc(Cl)cc1)C1C2CCCCC21 (stereo unspecified)
  0	-1.4	-10	-1	-4	-11	0	-7	3
> COc1ccccc1NC(=S)NC(NC(=O)C(C)C)C(Cl)(Cl)Cl (stereo unspecified)
  1	0.2	-1	1	-5	16	-5	0	-3
> COc1ccccc1-c1sc2cc3c(cc2c1-c1ccc(OCCN2CCOCC2)cc1)OCO3
  -11	1.6	-5	2	-3	-5	-4	0	9
> Cc1ccc(-c2nn(-c3ccc(F)cc3)cc2C(=O)NCCCN2CCCC2=O)cc1
  2	-0.8	2	3	4	-3	0	1	-11
> CCN(CC)C(=O)C1=C(C)N(Cc2ccc(F)cc2)C(=O)C(CC(=O)NCc2cccc3ccccc23)C1 (stereo unspecified)
  -6	-1.1	2	2	3	-2	-8	0	-4
> CC1CCN(CC(O)COCCOc2ccc(Br)cc2)CC1 (stereo unspecified)
  -21	9.2	-12	2	0	22	4	-7	13
> Nc1nc(Cl)nc2c1ncn2C1CCC(CO)O1 (stereo unspecified)
  5	.	11	0	5	.	-13	2	2
> Cc1cc(NC2CCCCC2)nc(-c2ccccc2O)n1
  -6	0.9	-4	-2	-1	-3	0	-2	-3
> CN1C2CCC1CC(NC(=O)CSc1ccc(C(C)(C)C)cc1)C2 (stereo unspecified)
  2	-1.5	-2	1	4	-1	-4	-21	-23
> Brc1ccc2[nH]c3c(NCc4ccccn4)ncnc3c2c1
  1	0.7	-6	11	-15	-15	17	-2	-4
> COc1cc(CC(=O)OCC(=O)NC2CCCCC2)cc(OC)c1OC
  -2	1.3	-1	0	-3	-8	15	0	-1
> O=C(CCc1nc2ccccc2c(=O)[nH]1)Nc1ccc(N2CCCCC2)cc1
  3	-1.2	-4	5	-8	3	1	3	4
> CC1CCCN(c2ccc(C(=O)NCC3CCCO3)cn2)C1 (stereo unspecified)
  -1	1.0	4	1	-4	-6	-3	0	-9
> Cc1cccc(Nc2nc(NCCCN3CCOCC3)nc(N)c2[N+](=O)[O-])c1
  4	-0.1	-1	8	-1	-56	-6	11	-8
> c1ccc(Oc2cccc(OCCCCN3CCCC3)c2)cc1
  -28	-0.1	-20	6	-20	-40	10	-10	24
> Cc1ccccc1NC(=O)c1ccc(C)c(S(=O)(=O)NCc2cccnc2)c1
  10	-5.1	5	1	-6	-103	-4	4	-4
> O=C(COc1ccc2ccc(=O)oc2c1)Nc1cccc(S(=O)(=O)N2CCCCC2)c1
  -13	1.8	-9	25	-27	-14	16	7	5
> O=C(NCCCN1CCCC1=O)c1ccc2c(=O)n(-c3ccccc3F)c(=S)[nH]c2c1
  -2	-1.1	-2	1	4	4	8	0	-2
> O=C(Nc1cc(S(=O)(=O)N2CCCCC2)ccc1O)c1ccccc1NS(=O)(=O)c1ccc(F)cc1
  -15&-5	72*	-7&-2	1&3	-6&-16	8&29	13&18	0&-3	5&-13
> COc1ccc(F)cc1S(=O)(=O)NCc1ccccc1
  -1	-0.3	0	0	1	-8	-6	-2	3
> Cc1ccc(S(=O)C(c2ccccc2)c2ccccc2)cc1 (stereo unspecified)
  -4	-7.3	-3	-1	-8	2	-7	-5	-7
> COCCNC(=O)CN1C(=O)COc2ccc(S(=O)(=O)N3CC(C)CC(C)C3)cc21 (stereo unspecified)
  13	-3.6	3	0	0	8	0	-3	-12
> Cc1cc(NC(=O)C(C)C)ncc1NC(=O)c1cccc(F)c1
  6	-1.3	1	1	8	0	0	-7	-2
> CN1CCCN(C(=O)/C=C/c2ccc(Cl)cc2Cl)CC1
  1	-0.3	-4	2	-7	5	-1	-1	-2
> CCOc1ccc(NC(=O)CNS(=O)(=O)c2c(C)cc(C)cc2C)cc1
  -6	0.4	-2	2	-2	-13	-1	-5	-5
> Cc1ccc(NC2CCCN(C(=O)c3ccc(C)c(N4CCNC4=O)c3)C2)cc1C (stereo unspecified)
  12	-0.6	-2	0	-9	0	24	-6	2
> CC(NC(=O)CN1C(=O)NC2(CCCCCC2)C1=O)c1ccccc1Cl (stereo unspecified)
  2	1.0	4	1	-2	-7	12	5	-7
> CCOC(=O)c1cnc(SCCN2CCOCC2)nc1N
  7	-1.6	-3	1	4	6	7	2	8
> COc1cccc(C(=O)Nc2ccc(-c3nnc(-c4ccco4)o3)cc2)c1
  -10	0.2	-10	12	-23	-6	20	0	-6
> COc1cc(C(=O)NCCC(=O)NCCN2CCOCC2)cc(OC)c1OC
  -2	-5.3	1	0	1	18	-5	2	7
> CC(C)c1nc2ccc(Br)cn2c1NC1CCCC1
  6	-0.8	2	0	5	9	7	-3	-4
> C=C1CCCC2OC(CC3=CC4/C(C)=C/CC(C)CC(/C=C(\C)C(O)C5CC(O)C(O)C(CCC(O)/C=C/C(C)=C/CCC6=NCCC(C3)C64C)O5)OC(=O)CC3OC(C(O)C1)C(O)C3O)CC(O)C2O (stereo unspecified)
  7	.	-2	1	-2	.	2	2	3
> COc1ccccc1NC(=O)C(=O)NCc1ccncc1
  10	2.5	1	0	6	7	0	-3	1
> Cc1ccc(C)c(NC(=O)CSc2sc3c(O)cc(=O)[nH]c3c2C#N)c1
  2	1.4	3	0	-4	8	14	0	-8
> CCOC(=O)C1=C(COC(=O)CNS(=O)(=O)c2ccc(C)cc2)NC(=O)NC1C (stereo unspecified)
  10	1.3	3	1	0	0	5	-6	1
> Cc1ccc(OCC(=O)NCc2cccs2)cc1
  10	-0.4	1	0	0	0	0	-4	1
> CCOc1ccc(S(=O)(=O)NCc2cccnc2)cc1NC(=O)c1ccccc1
  -1	0.1	-6	5	-1	2	6	5	2
> CN1CCC(=NNC(=O)C(=O)Nc2ccc(F)cc2)CC1
  2	12	0	0	-4	-11	1	-2	2
> O=C(NCCn1c(C(F)(F)F)nc2cc(C(F)(F)F)ccc21)[C@H]1CCCN1c1nc(CN2CCCCC2)cs1
  0	14	1	5	10	-9	6	3	-9
> COc1ccc(Cl)cc1N1CC(c2nc3ccccc3[nH]2)CC1=O (stereo unspecified)
  10	0.9	2	7	-3	6	-1	3	-8
> O=C(N/N=C\c1ccncc1)c1ccc(Br)s1
  8	3.4	-1	1	0	-7	-2	-2	-1
> CCOc1cc(C(N)=O)cc(Br)c1OCC
  13	1.4	9	0	-3	-39	10	-2	6
> COC(=O)C1CCN(C(=O)CN2C(=O)NC(CC(C)C)C2=O)CC1 (stereo unspecified)
  11	-1.4	1	1	1	-11	7	4	3
> COc1ccc([N+](=O)[O-])cc1N(CC(=O)NC1CCCC1)S(C)(=O)=O
  -3	0.2	4	0	0	14	6	-1	8
> COC(=O)[C@]12CCCCC=C1N(Cc1ccccc1)C(=O)[C@H](CC(=O)NCC13CC4CC(CC(C4)C1)C3)C2
  .	.	1	3	-5	.	2	-1	-12
> CC1(c2nnnn2Cc2ccccc2)CCC(=O)N1Cc1ccc(F)cc1 (stereo unspecified)
  .	.	2	1	-5	.	4	1	-4
> COc1ccc(S(=O)(=O)N2CCCCC2c2cc(C(=O)NCc3ccccc3)no2)cc1 (stereo unspecified)
  5	.	-2	6	-1	.	-5	0	-8
> O=C(NCCN1CCOCC1)c1ccc(Cl)c(Cl)c1
  8	-1.0	-5	1	5	22	7	0	9
> O=C(CNCCN1CCOCC1)Nc1ccccc1Sc1ccccc1
  9	1.5	-6	2	-2	11	-2	-5	0
> O=C(Cc1cccs1)Nc1nnc(SCc2ccc(F)cc2)s1
  6	-1.5	0	2	-2	-27	1	-2	-2

# More results follow.
# Sequence of screens: M1 PAM	CRFR2-BP ag	CHRM4 PAM	M4 ag	CHRM5 PAM	CRFBP-R2 block	CHRM5 antagonist	M5 ag	M4 antag
> CC1Cc2ccccc2N1Cc1cc(=O)n2ccsc2n1 (stereo unspecified)
  2	2.9	-3	1	-1	-3	-1	-3	8
> Cc1ccc(NC(=O)O/N=C/c2ccc(N(C)C)cc2)cc1
  14	-1.8	-2	2	-2	9	1	-2	3
> Cc1ccc(C(C)C)c(OCC#CCN2CCOCC2)c1
  -5	0.7	-3	-1	-1	13	0	-1	4
> C/C(=N\NC(=O)c1cccc2ccccc12)c1cccs1
  -1	-0.8	0	4	-6	-8	-1	-4	-4
> CC1CC(C)CN(CCCNC(=O)c2ccc(CS(=O)(=O)Cc3cccc(Cl)c3)o2)C1 (stereo unspecified)
  6	7.5	2	1	-3	-10	9	-10	13
> CC(C)(C)S(=O)(=O)c1ccccc1C(=O)O
  0	0.2	3	1	-7	-5	-4	-2	-3
> CCOC(=O)C1CCCN(S(=O)(=O)c2ccc(-c3cc(C)no3)s2)C1 (stereo unspecified)
  0	1.4	-10	4	0	8	1	2	-2
> COc1ccc(OCCCC(=O)NNC(=O)c2ccncc2)cc1
  3	-0.8	-1	1	4	1	-2	3	-2
> CCS(=O)(=O)C1=NN2C(=N)/C(=C\c3ccc(OCCOc4cccc(OC)c4)c(OC)c3)C(=O)N=C2S1
  3	0.2	6	0	-9	53*	6	-2	-21
> Cn1c(Cn2cnc([N+](=O)[O-])n2)nnc1SCC(=O)Nc1ccc(Br)cc1
  4	-0.1	12	1	1	13	6	-3	-3
> Cc1ccc(-c2nnc(N3CCN(C(=O)c4cccs4)CC3)c3ccccc23)cc1
  2	-5.9	-9	1	-6	29	6	1	1

# Three of the compounds above, as comma-separated lines:
mol,M1 PAM,CRFR2-BP ag,CHRM4 PAM,M4 ag,CHRM5 PAM,CRFBP-R2 block,CHRM5 antagonist,M5 ag,M4 antag
CC1CC(C)CN(CCCNC(=O)c2ccc(CS(=O)(=O)Cc3cccc(Cl)c3)o2)C1 (stereo unspecified),6,7.5,2,1,-3,-10,9,-10,13
CC(C)(C)S(=O)(=O)c1ccccc1C(=O)O,0,0.2,3,1,-7,-5,-4,-2,-3
CCOC(=O)C1CCCN(S(=O)(=O)c2ccc(-c3cc(C)no3)s2)C1 (stereo unspecified),0,1.4,-10,4,0,8,1,2,-2
